# Source: PubChem BioAssay (Broad Institute)
# C2C12 statin – suppression of simvastatin myotoxicity; hit rate 0.78% among 330,000; C2C12 myotubes + simvastatin, ATP luminescence, 48 h; scaled: DMSO 0, geranylgeraniol control 100; rescue of ATP level, % at 7.49 µM; AID 602340;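 active = mean ATP rescue above about 67%, or every replicate alone reaching that limit, limit read from the data, passing the limit was not always enough; inconclusive = no clear call, values can overlap the other calls; inactive = mean under the limit and some replicate under it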;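 note: myotubes were challenged with 10 µM simvastatin during compound exposure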
# E-sel inducer – E-selectin induction on HUVECs; P16581; HUVEC E-selectin immunofluorescence imaging; normalized: neutral wells 0, TNF-alpha wells 100; activation, % at 7.58 µM; hit rate 0.37% among 260,000;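 active = mean E-selectin-positive cell signal at least 10% of the positive control, reached in at least 60% of replicates, without over 20% cell loss; inconclusive = no rule given, readout overlaps actives, possibly toxicity-flagged; inactive = the rest, including those meeting only one limit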;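 note: in these data hits start at about 27%; measured in HUVEC primary endothelial cells; signal is the percent of cells scored E-selectin positive by PE staining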
# Target sequence (P16581 whole entry, looked up): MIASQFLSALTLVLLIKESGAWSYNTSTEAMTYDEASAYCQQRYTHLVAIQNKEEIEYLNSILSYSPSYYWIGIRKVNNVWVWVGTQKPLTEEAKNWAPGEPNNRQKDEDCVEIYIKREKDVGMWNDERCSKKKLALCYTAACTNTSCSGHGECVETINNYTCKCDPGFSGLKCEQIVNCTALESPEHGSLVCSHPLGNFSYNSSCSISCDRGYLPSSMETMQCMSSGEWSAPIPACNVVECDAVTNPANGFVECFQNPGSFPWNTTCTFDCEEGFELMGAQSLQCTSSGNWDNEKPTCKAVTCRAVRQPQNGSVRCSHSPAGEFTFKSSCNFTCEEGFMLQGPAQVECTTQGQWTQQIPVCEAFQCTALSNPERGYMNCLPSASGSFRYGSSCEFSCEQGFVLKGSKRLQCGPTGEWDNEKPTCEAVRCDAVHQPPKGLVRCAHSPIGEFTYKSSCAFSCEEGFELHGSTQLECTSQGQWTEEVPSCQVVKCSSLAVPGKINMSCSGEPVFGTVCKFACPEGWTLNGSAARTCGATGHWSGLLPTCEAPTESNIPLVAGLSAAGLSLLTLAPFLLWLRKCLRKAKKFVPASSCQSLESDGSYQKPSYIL
#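 Assay system: HUVEC, human umbilical vein endothelial cells / Amount: 3,000 HUVEC/well / Controls: TNF-alpha positive control, DMSO neutral control / Compound dosing: single concentration / Medium: EGM-2 over gelatin coat / Evaluation: percent E-selectin-positive cells / Signal: immunofluorescence imaging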
# Numbers without * were called inactive; ? = inconclusive. Not all compounds are listed; the hit share may differ from the screen's.
# Sequence of screens – C2C12 statin, E-sel inducer
> CCCC(=O)Nc1ccc2c(c1)OC[C@@H](C)N(C(=O)c1cccnc1)C[C@H](C)[C@@H](OC)CN(C)C2=O
→ -13.1, -0.2
> CO[C@H]1CN(C)C(=O)c2cc(NS(C)(=O)=O)ccc2OC[C@H](C)N(Cc2cccnc2)C[C@H]1C
→ -15.2, -0.3
> C[C@H]1CN([C@@H](C)CO)C(=O)Cc2cc(NC(=O)Cn3cnnn3)ccc2O[C@H]1CN(C)C(=O)Nc1ccc(F)cc1
→ 14.0, -3.6
> CCCN(C)C[C@@H]1Oc2cc(-c3ccccc3C)ccc2S(=O)(=O)N([C@@H](C)CO)C[C@@H]1C
→ 3.0, 1.1
> CC(=O)N(C)C[C@H]1Oc2cc(C3=CCCCC3)ccc2S(=O)(=O)N([C@@H](C)CO)C[C@@H]1C
→ 1.0, 0.2
> C[C@@H]1CN([C@@H](C)CO)C(=O)Cc2cc(NC(=O)c3ccncc3)ccc2O[C@@H]1CN(C)C(=O)Nc1ccccc1
→ -2.9, 2.5
> C[C@H]1CN([C@@H](C)CO)C(=O)c2cccc(NC(=O)Nc3ccc(F)cc3)c2O[C@@H]1CN(C)S(=O)(=O)c1cn(C)cn1
→ -12.0, 0.1
> Cc1c(NC(=O)/C(C#N)=C/c2ccc(-c3cccc(Cl)c3)o2)c(=O)n(-c2ccccc2)n1C
→ -3.2, -0.9
> COc1ccccc1C(=O)Nc1ccc2c(c1)OC[C@H](C)N(CC1CC1)C[C@@H](C)[C@H](OC)CN(C)C2=O
→ 7.6, 0.2
> Cc1ccc(OC(=O)N(C)C[C@H]2OCc3cn(nn3)CCCC(=O)N([C@H](C)CO)C[C@H]2C)cc1
→ -1.0, 0.3
> C[C@@H]1CCCCO[C@H](CN(C)Cc2ccncc2)[C@@H](C)CN([C@@H](C)CO)C(=O)c2cc(NC(=O)C3CCCCC3)ccc2O1
→ -37.6, -0.2
> O=C(C[C@@H]1C[C@@H]2c3cc(NC(=O)Cc4ccncc4)ccc3O[C@@H]2[C@@H](CO)O1)NCc1ccccn1
→ 3.1, 0.4
> COCC(=O)Nc1ccc2c(c1)C(=O)N(C)C[C@@H](OC)[C@H](C)CN(C(=O)CN1CCOCC1)[C@H](C)CO2
→ -2.1, 0.2
> C[C@@H]1CN([C@H](C)CO)C(=O)c2cc(NC(=O)Cc3ccccc3)ccc2O[C@@H](C)CCCCO[C@H]1CN(C)C
→ 32.5, 0.2
> C[C@H]1CN([C@@H](C)CO)C(=O)c2cc(-c3cccnc3)cnc2O[C@@H]1CN(C)Cc1ccccc1
→ 1.1, 0.0
> COc1ccc(NC(=O)N(C)C[C@@H]2OCCCC[C@@H](C)Oc3ccc(N(C)C)cc3C(=O)N([C@H](C)CO)C[C@H]2C)cc1
→ 18.2, -0.1
> C[C@@H]1CCCCO[C@@H](CN(C)Cc2ccncc2)[C@@H](C)CN([C@H](C)CO)C(=O)c2cc(NC(=O)CCC(F)(F)F)ccc2O1
→ -22.7, -0.1
> Cc1ccc(S(=O)(=O)Nc2ccc3c(c2)CC(=O)N([C@@H](C)CO)C[C@H](C)[C@@H](CN(C)Cc2ccc(C(F)(F)F)cc2)O3)cc1
→ 40.4, 0.7
> C[C@@H]1CCCCO[C@H](CN(C)CC2CCCCC2)[C@@H](C)CN([C@H](C)CO)C(=O)c2cc(NC(=O)CCCN(C)C)ccc2O1
→ ?, -0.1
> C[C@H]1CN([C@@H](C)CO)C(=O)CCCn2cc(nn2)CO[C@H]1CN(C)Cc1ccc2c(c1)OCO2
→ 9.8, -0.1
> CO[C@H]1CN(C)C(=O)c2ccc(NC(=O)c3ccc(F)cc3)cc2OC[C@H](C)N(C(=O)CC2CC2)C[C@H]1C
→ -10.1, 0.1
> C[C@H](CO)N1C[C@H](C)[C@@H](CN(C)S(=O)(=O)c2ccc(Cl)cc2)Oc2ccc(NS(=O)(=O)c3ccccc3)cc2C1=O
→ -19.0, 0.1
> CCCC#Cc1cnc2c(c1)C(=O)N([C@H](C)CO)C[C@H](C)[C@H](CN(C)C(=O)CN1CCOCC1)O2
→ 4.0, 0.3
> Cc1ccccc1-c1cnc2c(c1)C(=O)N([C@@H](C)CO)C[C@@H](C)[C@H](CN(C)C(=O)CC1CC1)O2
→ 12.8, -0.6
> CNC[C@H]1Oc2ncc(/C=C/c3ccccc3)cc2C(=O)N([C@@H](C)CO)C[C@H]1C
→ -4.2, -0.3
> C[C@@H]1CN([C@H](C)CO)C(=O)CCCn2cc(nn2)CO[C@@H]1CN(C)Cc1cccnc1
→ -9.6, -0.1
> CO[C@H]1CN(C)C(=O)c2ccc(NC(=O)C3CC3)cc2OC[C@@H](C)N(Cc2cc(F)ccc2F)C[C@H]1C
→ 8.0, 0.1
> C[C@H](CO)N1C[C@H](C)[C@H](CN(C)C)OCc2cn(nn2)CCCC1=O
→ 1.7, -0.2
> C[C@@H]1CN([C@@H](C)CO)C(=O)c2cc(C3=CCCC3)cnc2O[C@@H]1CN(C)C(=O)C1CC1
→ 24.3, 0.8
> C[C@H](CO)N1C[C@H](C)[C@@H](CN(C)Cc2ccc(-c3ccccc3)cc2)OCc2cn(nn2)CCCC1=O
→ -4.0, 0.1
> CCCNC(=O)N1C[C@H](C)[C@H](OC)CN(C)C(=O)c2cc(NC(=O)CCC)ccc2OC[C@@H]1C
→ 0.1, 0.0
> CN1C(=O)c2cc(NC(=O)c3ccc(F)c(F)c3)ccc2OC[C@H]2O[C@H](CC(=O)O)CC[C@@H]21
→ 5.0, 0.0
> C[C@@H]1CCCCO[C@H](CN(C)C)[C@H](C)CN([C@H](C)CO)C(=O)c2cc(NC(=O)Nc3ccccc3)ccc2O1
→ 16.3, 0.0
> CCCC#Cc1cnc2c(c1)C(=O)N([C@H](C)CO)C[C@H](C)[C@@H](CN(C)C(=O)C1CCCCC1)O2
→ 21.3, 1.3
> C[C@@H]1CN([C@@H](C)CO)C(=O)CCCn2nncc2CO[C@@H]1CN(C)Cc1cccc(C(F)(F)F)c1
→ -7.0, 0.2
> C[C@H]1CN([C@@H](C)CO)C(=O)c2cc(/C=C/c3ccccc3)cnc2O[C@H]1CN(C)C(=O)C1CC1
→ 21.6, -0.8
> C[C@@H]1CN([C@@H](C)CO)S(=O)(=O)c2ccc(C#Cc3cccc(F)c3)cc2O[C@@H]1CN(C)C(=O)NC1CCCCC1
→ 18.6, -0.1
> C/C=C/c1cnc2c(c1)C(=O)N([C@H](C)CO)C[C@@H](C)[C@@H](CN(C)C(=O)C1CC1)O2
→ -7.1, -0.2
> CCC(=O)Nc1ccc2c(c1)C(=O)N(C)C[C@H](OC)[C@@H](C)CN(Cc1cncnc1)[C@H](C)CO2
→ 5.6, 0.0
> CC(C)Cn1c(SCC(=O)N2CC(=O)Nc3ccccc32)nc2ccccc21
→ 0.0, 0.4
> C[C@@H]1CN([C@H](C)CO)S(=O)(=O)c2ccc(-c3ccc(F)cc3)cc2O[C@H]1CN(C)C(=O)C1CCC1
→ -61.5, 0.8
> CO[C@H]1CN(C)C(=O)c2cc(NC(=O)C3CC3)ccc2OC[C@@H](C)N(C(=O)c2ccccn2)C[C@H]1C
→ -8.3, -0.2
> COc1ccc(-c2cnc3c(c2)C(=O)N([C@H](C)CO)C[C@H](C)[C@H](CN(C)Cc2cccc(C)c2)O3)cc1
→ 9.7, -0.1
> CCS(=O)(=O)Nc1ccc2c(c1)C(=O)N(C)C[C@H](OC)[C@H](C)CN(C(=O)C1CCC1)[C@@H](C)CO2
→ -24.5, 0.6
> C[C@H](CO)N1C[C@H](C)[C@H](CN(C)S(=O)(=O)c2ccc(F)cc2)Oc2ccc(NS(=O)(=O)c3ccccc3)cc2C1=O
→ 1.5, -0.3
> C[C@H](O)C#Cc1ccc2c(c1)O[C@H](CN(C)CC1CC1)[C@@H](C)CN([C@@H](C)CO)S2(=O)=O
→ 5.6, 0.2
> CCNS(=O)(=O)c1cccc(C(=O)c2c(C)cc3ccccn23)c1
→ 18.6, -0.3
> Cc1ccccc1S(=O)(=O)Nc1ccc2c(c1)C(=O)N(C)[C@@H]1CC[C@H](CC(=O)O)O[C@@H]1CO2
→ 8.3, -0.2
> Cc1cccc(CN(C)C[C@H]2OCc3cnnn3CCCC(=O)N([C@@H](C)CO)C[C@H]2C)c1
→ 15.2, 0.0
> Cc1noc(C)c1NC(=O)N(C)C[C@H]1OCc2cn(nn2)CCCC(=O)N([C@H](C)CO)C[C@H]1C
→ -20.3, 0.2
> Cc1ccc(-c2noc(CCC(N)=O)n2)cc1
→ 3.1, -1.1
> C[C@H](CO)N1C[C@H](C)[C@H](CN(C)C(=O)C2CCC2)Oc2cc(-c3ccccc3)ccc2S1(=O)=O
→ 49.1, 0.1
> CNC[C@@H]1OCCCC[C@@H](C)Oc2ccc(NC(=O)c3ccccc3)cc2C(=O)N([C@@H](C)CO)C[C@H]1C
→ -22.0, -0.1
> CCCC(=O)Nc1ccc2c(c1)C(=O)N(C)C[C@@H](OC)[C@@H](C)CN(Cc1ccc(F)cc1)[C@@H](C)CO2
→ 11.8, -0.2
> C[C@@H]1CN([C@H](C)CO)S(=O)(=O)c2ccc(C#CC3CC3)cc2O[C@H]1CN(C)Cc1cncnc1
→ -101.0, 3.3
> C[C@H]1CN([C@@H](C)CO)C(=O)c2cc(-c3cccc(C(=O)N(C)C)c3)cnc2O[C@H]1CN(C)S(=O)(=O)c1ccccc1
→ -7.9, 0.1
> COc1cc2c(cc1OC)CN(Cc1cc(=O)oc3cc(C)c(C)cc13)CC2
→ 0.8, -0.1
> COc1ccc(-c2cnc3c(c2)C(=O)N([C@H](C)CO)C[C@H](C)[C@H](CN(C)C(=O)C2CC2)O3)cc1
→ 17.6, 1.4
> CNC(=O)C[C@H]1CC[C@@H]2[C@@H](COc3ccc(NC(=O)c4ccc(F)cc4)cc3C(=O)N2C)O1
→ 17.2, -0.1
> CN1C(=O)c2cc(NC(=O)C3CCCCC3)ccc2OC[C@H]2O[C@H](CC(=O)NC3CCCC3)CC[C@@H]21
→ 2.5, 0.1

# 3 records picked at random from those above:
# Sequence of screens – C2C12 statin, E-sel inducer
> COc1cc2c(cc1OC)CN(Cc1cc(=O)oc3cc(C)c(C)cc13)CC2
→ 0.8, -0.1
> C[C@@H]1CCCCO[C@H](CN(C)CC2CCCCC2)[C@@H](C)CN([C@H](C)CO)C(=O)c2cc(NC(=O)CCCN(C)C)ccc2O1
→ ?, -0.1
> C[C@H]1CN([C@@H](C)CO)C(=O)c2cc(-c3cccnc3)cnc2O[C@@H]1CN(C)Cc1ccccc1
→ 1.1, 0.0

# Another view of part of the listing above.
molecule | C2C12 statin | E-sel inducer
CNC[C@@H]1OCCCC[C@@H](C)Oc2ccc(NC(=O)c3ccccc3)cc2C(=O)N([C@@H](C)CO)C[C@H]1C | -22.0 | -0.1
Cc1c(NC(=O)/C(C#N)=C/c2ccc(-c3cccc(Cl)c3)o2)c(=O)n(-c2ccccc2)n1C | -3.2 | -0.9
CN1C(=O)c2cc(NC(=O)c3ccc(F)c(F)c3)ccc2OC[C@H]2O[C@H](CC(=O)O)CC[C@@H]21 | 5.0 | 0.0

# (list continues)
# Sequence of screens – C2C12 statin, E-sel inducer
> C[C@@H]1CN([C@H](C)CO)C(=O)c2cc(C#CC(C)(C)O)cnc2O[C@@H]1CN(C)Cc1cccc(F)c1
→ 7.6, 0.3
> Cc1noc(C)c1NC(=O)N(C)C[C@@H]1OCCCC[C@@H](C)Oc2ccc(N(C)C)cc2C(=O)N([C@H](C)CO)C[C@H]1C
→ 1.1, -0.1
> Cc1cc(C)cc(NS(=O)(=O)c2ccc3[nH]cc(C(=O)N4CCc5ccccc54)c(=O)c3c2)c1
→ -0.4, 0.6
> C[C@@H]1CN([C@@H](C)CO)C(=O)Cc2cc(NC(=O)CCN3CCOCC3)ccc2O[C@@H]1CN(C)C(=O)NC1CCCCC1
→ 15.7, 0.3
> C[C@@H]1CCCCO[C@@H](CN(C)Cc2ccncc2)[C@@H](C)CN([C@H](C)CO)C(=O)c2cc(N(C)C)ccc2O1
→ -1.1, -0.1
> CO[C@H]1CN(C)C(=O)c2ccc(NC(=O)Nc3cccc(F)c3)cc2OC[C@@H](C)N(C(C)=O)C[C@@H]1C
→ -19.2, -0.2
> CNC[C@H]1Oc2ccc(NC(=O)Nc3cccc4ccccc34)cc2CC(=O)N([C@@H](C)CO)C[C@H]1C
→ -19.8, -0.8
> CCCC(=O)Nc1ccc2c(c1)OC[C@@H](C)N(CCc1ccccc1)C[C@H](C)[C@@H](OC)CN(C)C2=O
→ 6.4, -0.3
> NCC[C@@H]1CC[C@@H](NC(=O)c2ccccc2F)[C@@H](CO)O1
→ -0.1, -0.3
> C[C@@H]1CCCCO[C@@H](CN(C)Cc2ccncc2)[C@H](C)CN([C@@H](C)CO)C(=O)c2cc(NS(C)(=O)=O)ccc2O1
→ -11.4, -0.2
> C[C@@H]1CN([C@@H](C)CO)C(=O)Cc2cc(NS(=O)(=O)c3cccs3)ccc2O[C@H]1CN(C)S(=O)(=O)c1cccs1
→ -35.2, 0.0
> CN1[C@@H]2c3ccc(C4=CCCCC4)c(=O)n3C[C@H]1[C@H](CO)[C@H]2C(=O)NCCc1ccccc1
→ 8.8, -0.1
> C[C@H](CO)N1C[C@H](C)[C@@H](CN(C)CC2CCCC2)Oc2ncc(C#Cc3ccccn3)cc2C1=O
→ 28.0, -0.2
> C[C@@H]1CN([C@@H](C)CO)C(=O)c2cc(N(C)C)ccc2O[C@@H](C)CCCCO[C@@H]1CN(C)C(=O)CCCN(C)C
→ -12.3, 0.0
